CTSL1 counter: counter-screen for PFM18AAP inhibitors: inhibitors of F. hepatica cathepsin L1; recombinant F. hepatica cathepsin L1, Z-Leu-Arg-MCA fluorescence; inhibition, % at 5.96 µM; 0.49% of 300,000 active; AID 1906;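 active = inhibition above the mean of all tested compounds plus 3 SD, set per screening campaign, cut at about 17% in these data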;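 also: 0% = plate median of test compound wells and 100% = 1 µM Z-Phe-Ala-diazomethylketone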
ZTA DNA inh: ZTA (EBV) inhibition in EBNA-1 counter-screen; P03206; ZTA-DNA binding, fluorescence polarization; inhibition, % at 11 µM; 0.15% of 320,000 active; AID 2234; in the data active = inhibition above about 33%
Target sequence (P03206 whole entry, looked up): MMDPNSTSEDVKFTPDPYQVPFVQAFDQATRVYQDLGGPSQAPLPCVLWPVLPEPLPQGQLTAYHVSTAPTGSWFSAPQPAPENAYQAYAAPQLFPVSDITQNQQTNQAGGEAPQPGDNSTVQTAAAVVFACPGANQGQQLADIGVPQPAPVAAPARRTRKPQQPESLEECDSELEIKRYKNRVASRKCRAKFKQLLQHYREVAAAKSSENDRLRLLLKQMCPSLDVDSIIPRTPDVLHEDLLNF
core dimer inh: blocks dimerization of HCV core protein; 0.33% of 300,000 active; TR-FRET GST/Flag-core106 dimerization, 1536-well; AID 1899; inhibition, % at 5 µM;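 active = inhibition above the mean of all tested compounds plus 3 SD, set per screening campaign, cut at about 45% in these data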
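Assay system: Tagged HCV core106 pair (GST and Flag) | Buffer or medium: KF-containing HEPES buffer, pH 7.45, DTT, CHAPS, BSA | Also added: Eu donor and XL665 acceptor anti-tag antibodies | Dosing: One concentration, 5 µM, in 0.5% DMSO | Timing: 4 h at 22.5 °C | Technique: TR-FRET 671 and 617 nm emission | Repeats: Singlicate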
Yeast superoxide: lowers age-related superoxide in aged yeast cells; S. cerevisiae aged cells, superoxide DHE fluorescence; active compounds read low; 0.18% of 330,000 active; AID 2690; superoxide response (% of plate mean), % at 10 µM;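 active = superoxide response under a set limit, about three screen SD below normal, cut at about 65% in these data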;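 also: yeast aged for seven days with compound at 30 °C before DHE staining; 100% = average MFI of all compound-treated wells on the plate with controls excluded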
EBNA-1 inhibitor: blocks EBNA-1 binding to DNA. EBNA-1 DNA binding, fluorescence polarization. inhibition, % at 14.8 µM. 0.34% of 300,000 active. AID 1950; in the data active = inhibition above about 28%
TPT1 inh: blocks Candida albicans tRNA 2'-phosphotransferase | recombinant caTPT1, FP RNA substrate dephosphorylation | inhibition, % at 5 µM | 0.81% of 300,000 active | AID 1962;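 active = inhibition above the mean of all tested compounds plus 3 SD, set per screening campaign, cut at about 24% in these data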;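 also: plate controls were DMSO alone for no effect and ferristatin control at 100 nM for full effect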
PP5 inh: PP5 (human) phosphatase inhibition; purified PP5c, OMFP substrate fluorescence; inhibition, % at 6.7 µM; 0.18% of 320,000 active;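 active = inhibition above the campaign's mean inhibition across all tested compounds plus 3 SD, cut at about 9.5% in these data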;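 also: 0% = DMSO only and 100% = 100 µM cantharidin control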
Target sequence (P53041 whole entry, looked up): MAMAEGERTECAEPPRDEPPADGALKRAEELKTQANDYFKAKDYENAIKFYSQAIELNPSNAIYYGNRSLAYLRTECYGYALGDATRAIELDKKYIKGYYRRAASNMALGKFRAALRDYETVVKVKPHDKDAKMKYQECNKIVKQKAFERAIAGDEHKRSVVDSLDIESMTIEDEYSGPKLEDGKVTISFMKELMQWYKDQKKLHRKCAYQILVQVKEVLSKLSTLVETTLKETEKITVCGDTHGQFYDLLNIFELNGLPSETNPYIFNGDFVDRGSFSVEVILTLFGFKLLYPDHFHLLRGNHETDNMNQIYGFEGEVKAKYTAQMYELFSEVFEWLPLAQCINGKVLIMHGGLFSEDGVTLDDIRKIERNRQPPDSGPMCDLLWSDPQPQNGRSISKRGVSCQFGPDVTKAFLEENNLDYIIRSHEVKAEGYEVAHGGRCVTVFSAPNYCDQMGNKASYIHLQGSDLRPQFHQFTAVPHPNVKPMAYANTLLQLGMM
GASC-1 inh: human JMJD2C demethylase inhibition; AID 2099; GST-JMJD2C(1-420) H3K9me3 demethylation, DELFIA europium; Q9H3R0; 0.069% of 330,000 active; inhibition, % at 2.35 µM;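 active = more than half of a compound's replicate wells show inhibition beyond 50%, single wells judged on their own value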;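 also: signal counts dimethyl H3K9 product captured on neutravidin plate; 0% = median of DMSO wells and 100% = 0.3 times that DMSO median; strong numbers were not always called active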
PP1 counter: counter-screen for PP5 inhibitors: inhibitors of human PP1-alpha; purified PP1alpha, OMFP fluorescence; inhibition, % at 6.7 µM; 0.9% of 320,000 active; AID 2235;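 active = inhibition above the mean inhibition of all tested compounds plus 3 SD, computed separately for each screening campaign, cut at about 15% in these data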
Target sequence (P62136 whole entry, looked up): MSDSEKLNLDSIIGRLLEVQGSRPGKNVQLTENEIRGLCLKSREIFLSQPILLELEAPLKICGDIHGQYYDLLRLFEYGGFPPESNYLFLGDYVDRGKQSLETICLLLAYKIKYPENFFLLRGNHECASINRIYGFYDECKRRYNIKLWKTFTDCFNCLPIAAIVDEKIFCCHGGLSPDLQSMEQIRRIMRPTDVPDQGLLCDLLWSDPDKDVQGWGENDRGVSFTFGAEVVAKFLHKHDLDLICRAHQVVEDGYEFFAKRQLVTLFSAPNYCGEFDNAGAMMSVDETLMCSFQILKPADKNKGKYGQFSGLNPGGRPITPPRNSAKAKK
An asterisk follows results filed as active; . = not tested or not shown.

SMILES	CTSL1 counter	GASC-1 inh	PP1 counter	PP5 inh	core dimer inh	TPT1 inh	Yeast superoxide	EBNA-1 inhibitor	ZTA DNA inh
O=C(NCCCc1ccccc1)Nc1cccc(Cl)c1	-0.3	4.5	3.6	4.1	6.2	0.3	111.2	-11.6	8.4
CCCCn1cc(S(=O)(=O)c2ccccc2)c(=O)c2cc(C)ccc21	-0.1	-3.8	-2.6	2.0	-9.8	0.5	99.6	-2.4	4.6
Cc1ccc(C)c(NC(=O)CN(C)S(=O)(=O)c2cccc3cccnc23)c1	1.9	0.4	-0.1	0.6	1.0	-1.2	96.5	-12.1	2.8
N#Cc1cccc(S(=O)(=O)NCC(=O)OCC(=O)NCc2ccccc2)c1	.	.	-6.0	0.2	.	.	89.8	.	-6.4
N#C/C(=C\c1ccc(O)c(O)c1)C(=O)NCCCc1ccccc1	5.9	-28.0	-0.6	-0.1	-14.8	13.0	105.7	-5.3	-2.5
CC(O)CNc1cnccn1 (configuration not stated)	-1.3	0.3	-3.5	3.7	-0.1	-1.2	119.2	-2.8	-9.5
CCc1ccccc1-n1ncc(C(=O)Nc2ccccc2OC)c1C	-0.2	-2.4	3.5	2.9	-2.4	-3.2	98.5	-13.7	-14.9
CN1C(=O)c2ccc(C(=O)Nc3ccccc3O)cc2C1=O	-2.9	-13.2	0.8	-0.3	-6.2	0.2	99.9	0.3	-9.9
CC(=O)Sc1nc(-c2ccccc2)[nH]c1S(=O)(=O)c1ccc(C)cc1	5.3	-14.2	-2.3	-2.0	-14.1	-2.3	90.3	-0.7	-2.9
CC1CCc2sc(C(=O)Nc3ccc(C(N)=O)cc3)cc2C1 (configuration not stated)	-3.0	43.2	-2.5	-1.2	15.0	2.5	98.9	-10.5	-6.6
O=C(c1ccc(NS(=O)(=O)c2ccc3[nH]c(=O)[nH]c3c2)cc1)N1CCN(c2ccccc2O)CC1	4.2	4.8	-5.0	1.8	3.9	1.9	116.5	-5.4	14.9
COc1cc(CC(=O)O)ccc1O	1.6	72.9	-0.8	-0.4	10.9	-3.5	86.2	6.6	17.1
c1ccc2cc(Sc3ncnc4c3oc3ccccc34)ccc2c1	1.8	8.1	-3.0	-0.2	0.0	-0.8	98.6	-0.1	-1.2
O=C(O)c1ccccc1NCc1cccs1	0.4	-3.7	-1.7	1.1	9.5	-1.8	100.0	0.5	-1.2
Cc1ccc(OCC(=O)NCCNC(=O)c2ccccn2)cc1	-5.4	-4.4	0.3	1.4	-6.9	-1.7	94.7	-5.4	-8.9
CC(O)c1nc2ccccc2n1Cc1ccccc1 (configuration not stated)	1.2	-7.8	-0.1	0.4	0.7	2.3	103.5	13.0	12.6
Nc1nc2ccccc2n1/N=C/c1ccc(Br)cc1	-1.1	5.8	6.6	3.6	-0.4	3.0	76.6	-0.8	-2.4
CC(=O)Nc1ccc(Oc2cnccn2)cc1	-2.0	-4.8	-0.4	-0.9	-0.8	-1.6	91.2	-1.4	-7.1
COc1ccccc1C(=O)NC(=S)Nc1cccc2cc(O)ccc12	-1.1	-9.3	-0.8	4.0	4.4	-0.9	120.3	-4.1	-5.5
C/C(N)=C(/C#N)C(=O)COC(=O)c1ccc(C#N)cc1	4.4	17.4	-0.2	-1.8	0.8	-1.0	87.3	-0.3	3.9
CC(C)C[C@H](NC(=O)c1nc[nH]c1C(=O)N[C@@H](CC(C)C)C(=O)OC(C)(C)C)C(=O)OCc1ccccc1	5.7	-6.3	6.3	5.5	-5.1	-3.1	90.0	-1.7	-3.4
O=c1nc(SCc2ccccc2Cl)nc(-c2ccc(Cl)cc2)[nH]1	3.6	9.2	-0.1	-0.5	4.4	0.2	92.6	6.1	4.1
CCOc1cccc2cc(C(N)=O)c(=NCc3ccccc3)oc12	2.1	4.9	2.1	0.8	3.1	9.3	91.7	3.3	13.5
CC(OC(=O)C1CCCCC1)C(=O)Nc1cccc([N+](=O)[O-])c1 (configuration not stated)	.	-1.8	-2.7	0.7	.	.	88.2	.	10.3
Cn1c(=O)n(C)c2cc(NC(=O)c3ccc(F)cc3)c(Br)cc21	-3.6	1.3	-3.4	-4.1	-3.1	4.1	102.9	-11.9	-7.1
Cc1scc(C(=O)NCc2ccco2)c1-c1ccccc1	1.1	2.4	-1.4	0.2	5.3	5.0	85.1	8.5	12.8
O=c1c([N+](=O)[O-])cc(C(F)(F)F)cn1Cc1c(Cl)cccc1Cl	1.9	-0.6	0.1	-1.9	0.8	-2.4	93.7	7.7	20.9
N#Cc1c(SCC(=O)Nc2ccc(C(F)(F)F)cc2)sc2c(O)cc(=O)[nH]c12	3.0	9.8	4.3	0.3	1.7	3.6	81.3	4.0	-2.4
O=C(COC(=O)Cn1[nH]c(=O)c2ccccc2c1=O)NNC(=O)c1ccc(Br)cc1	.	.	-1.5	2.1	.	.	96.9	.	-6.5
Cn1c(Cc2ccccc2)nnc1SCC(=O)N1CCCCC1	0.5	1.8	-1.1	-1.8	1.5	-0.8	106.1	2.0	11.6
CC(=O)Nc1ccc(NC(=O)CCC(=O)OCC(=O)c2ccc(F)cc2)cc1	-4.3	-4.4	0.2	-0.1	5.0	2.5	102.4	-8.5	6.7
O=C1CCS/C(=N\N=C\c2ccc(Cl)cc2Cl)N1	1.1	20.6	-3.7	0.4	1.8	-0.4	110.1	3.9	11.7
CCOc1ccc(NC(=O)N(C2CCCCC2)C2CCN(C(C)=O)CC2)cc1	2.0	-3.5	-0.8	-1.8	-3.8	-4.3	92.8	6.6	7.8
COC(=O)c1ccc(OCc2nn[nH]n2)cc1	1.9	3.8	4.9	-5.4	-6.7	-5.3	103.9	-8.5	-18.5
Cc1cc(OCC(=O)Nc2ccc(OCc3ccccc3)cc2)nc(C(C)C)n1	4.4	3.8	-1.4	1.6	-4.0	-0.2	101.5	9.1	24.7
Cc1ccc(N(C(=O)c2ccco2)C2C=CS(=O)(=O)C2)cc1 (configuration not stated)	-1.8	-11.7	-3.5	-0.8	-0.3	0.2	97.6	5.3	4.0
COc1ccccc1CSc1nc2ccccc2[nH]1	5.7	4.5	0.3	1.2	1.7	3.1	114.8	-0.7	-3.2
CN(Cc1ccccc1)c1nc(CN2CCOCC2)nc2scc(-c3ccccc3)c12	-2.5	-1.0	2.0	3.2	7.1	-0.4	141.5	-9.3	-13.0
O=C(Nc1c(C(=O)Nc2cccc3ccccc23)cnn1-c1ccccc1)c1ccco1	2.9	1.0	0.2	2.2	10.1	-4.5	98.5	7.9	-5.8
CC1CC(C)CN(S(=O)(=O)c2ccc(C(=O)N3CCOCC3)cc2)C1 (configuration not stated)	-2.3	-2.9	0.4	3.9	-5.3	-0.8	96.2	-6.5	-5.6
Cc1ccc(C(=O)NCc2cccs2)cc1S(=O)(=O)N1CCCCC1	-2.3	-4.1	-4.4	2.6	-3.9	3.9	88.4	5.2	-9.5
Cc1oc(-c2cccs2)nc1CN1CCC(CO)(CCOc2ccccc2)CC1	0.1	1.6	-2.0	-0.6	0.4	-0.7	102.0	4.7	1.1
Cc1cccc(CC2SC(N3CCN(c4ccccc4)CC3)=NC2=O)c1 (configuration not stated)	-0.7	9.6	-3.7	1.2	1.8	-0.8	99.9	-16.7	4.6
CC(C)(C)c1cc(C(=O)CCN2CCOCC2)cc(C(C)(C)C)c1O	-6.7	-5.2	-1.2	1.6	-3.3	0.3	94.5	-7.7	-7.2
O=C(NCCC1CCCCN1S(=O)(=O)c1cccs1)C(=O)Nc1ccc(F)cc1F (configuration not stated)	2.7	-3.2	-4.5	-0.1	-1.3	2.4	117.3	-2.3	2.8
Cc1ccc([C@@H]2[C@@H]3C(=O)N(C)C(=O)[C@@H]3[C@]3(C)C(=O)N(CCO)CC(=O)N23)o1	-0.7	-375.0	-3.6	-1.0	6.2	0.0	96.3	2.3	19.3
COc1ccc2c(c1)cc(C)c1nnc(SCC(=O)N3CCN(C(=O)c4ccco4)CC3)n12	-1.7	.	-0.4	2.5	-9.9	-1.2	102.0	-0.2	-7.0
COc1ccc(CSc2nnnn2C)cc1[N+](=O)[O-]	1.1	-6.8	0.2	0.1	5.5	-0.1	93.0	5.4	21.4

Structures shown so far that have two or more sulfur atoms:
SMILES	CTSL1 counter	GASC-1 inh	PP1 counter	PP5 inh	core dimer inh	TPT1 inh	Yeast superoxide	EBNA-1 inhibitor	ZTA DNA inh
CC(=O)Sc1nc(-c2ccccc2)[nH]c1S(=O)(=O)c1ccc(C)cc1	5.3	-14.2	-2.3	-2.0	-14.1	-2.3	90.3	-0.7	-2.9
N#Cc1c(SCC(=O)Nc2ccc(C(F)(F)F)cc2)sc2c(O)cc(=O)[nH]c12	3.0	9.8	4.3	0.3	1.7	3.6	81.3	4.0	-2.4
Cc1ccc(C(=O)NCc2cccs2)cc1S(=O)(=O)N1CCCCC1	-2.3	-4.1	-4.4	2.6	-3.9	3.9	88.4	5.2	-9.5
O=C(NCCC1CCCCN1S(=O)(=O)c1cccs1)C(=O)Nc1ccc(F)cc1F (configuration not stated)	2.7	-3.2	-4.5	-0.1	-1.3	2.4	117.3	-2.3	2.8

Carrying on:
SMILES	CTSL1 counter	GASC-1 inh	PP1 counter	PP5 inh	core dimer inh	TPT1 inh	Yeast superoxide	EBNA-1 inhibitor	ZTA DNA inh
COc1cc(NC(=S)N2CCC(C(O)(c3ccccc3)c3ccccc3)CC2)cc(OC)c1	3.8	-3.8	-0.6	5.5	2.5	10.6	178.8	5.7	11.3
COc1ccc(/C=N/n2c(-c3cc(C)[nH]n3)n[nH]c2=S)cc1	-0.8	-0.8	-2.8	0.5	0.9	-2.5	101.1	-6.2	4.5
Cc1ccc(Sc2cc(Cl)nc(N)n2)cc1	0.1	1.0	-0.9	0.6	-0.6	-0.3	89.6	10.2	-4.0
CCOc1cc(/C=N/n2cnnc2)c(Br)cc1O	3.7	-4.1	-1.2	-0.7	-1.5	2.2	107.2	4.1	19.4
CSc1ccc(S(=O)(=O)N(CC(=O)NN=C2CCN(C)CC2)c2ccc(C)cc2)cc1	0.6	17.3	2.4	-1.0	-6.8	-0.5	113.9	5.7	0.1
CCC1=Nc2cc(C(=O)NCCCN3CCN(C)CC3)ccc2Sc2ccccc21	-8.5	-9.2	-0.5	-0.4	-1.6	-2.8	91.8	5.7	5.0
COc1ccc(CNC(=O)CN=C2NC(=O)C(c3ccccc3)(c3ccccc3)N2)cc1	-6.1	-7.2	0.1	1.0	-9.7	0.7	90.0	-5.9	-8.1
COc1cc(Cl)ccc1NC(=S)N(CCN(C)C)C(C)c1ccncc1 (configuration not stated)	-3.1	-9.9	0.1	1.0	-5.2	-0.3	107.6	-2.0	-4.0
CCOC(=O)c1nnc2cc(C)nn2c1C	4.6	2.1	-2.4	0.8	2.6	-2.2	85.4	6.0	-4.6
CCCCCCOc1ccc(/C(C)=N/NC2=NCCN2)cc1	-0.5	-11.2	20.5*	2.9	-13.0	2.6	97.1	-1.9	-2.1
O=c1c2oc3nc4c(cc3c2ncn1CCCc1ccccc1)CCCC4	-5.8	5.1	1.5	1.4	1.6	-0.4	112.3	-0.6	-8.0
COc1ccc(CCNS(=O)(=O)c2cc3c4c(c2)CC(=O)N4CCC3)cc1	-2.3	9.2	0.5	-0.5	14.1	-0.7	100.4	6.9	3.0

Ordered by the number under PP5 inh (low to high): 3 from the list above
| smiles | GASC-1 inh | PP5 inh | core dimer inh | TPT1 inh | EBNA-1 inhibitor |
| --- | --- | --- | --- | --- | --- |
| COc1ccc(/C=N/n2c(-c3cc(C)[nH]n3)n[nH]c2=S)cc1 | -0.8 | 0.5 | 0.9 | -2.5 | -6.2 |
| COc1ccc(CNC(=O)CN=C2NC(=O)C(c3ccccc3)(c3ccccc3)N2)cc1 | -7.2 | 1.0 | -9.7 | 0.7 | -5.9 |
| CCCCCCOc1ccc(/C(C)=N/NC2=NCCN2)cc1 | -11.2 | 2.9 | -13.0 | 2.6 | -1.9 |

Screens: PubChem BioAssay, several laboratories
